# Bioassay records as filed in PubChem.
# hgDAF-12 ag = agonists of H. glycines DAF-12 nuclear receptor | AID 687014 | HEK293 GAL4-hgDAF12 UAS-luciferase reporter, agonist luminescence; normalized to butyrate control | 1.8% of 370,000 active | activation, % at 6.8 µM;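 active means activation above a cutoff set at the mean of all screened compounds plus 3 SD, cut at about 10% in these data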;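 further: 0% = DMSO wells and 100% = sodium butyrate wells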
# NR1D1 modulator = modulates human Rev-erb alpha binding to DNA; P20393; Rev-erbα–FITC-DNA binding, fluorescence polarization, 90 min; activity, % at 10 µM; 0.79% of 370,000 active; AID 1259318;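 active means activity above about 14%, limit read from the data; passing the limit was not always enough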;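 further: 0% = DMSO wells with 35 nM protein and 100% = DMSO wells with 750 nM protein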
# Target sequence (P20393 whole entry, looked up): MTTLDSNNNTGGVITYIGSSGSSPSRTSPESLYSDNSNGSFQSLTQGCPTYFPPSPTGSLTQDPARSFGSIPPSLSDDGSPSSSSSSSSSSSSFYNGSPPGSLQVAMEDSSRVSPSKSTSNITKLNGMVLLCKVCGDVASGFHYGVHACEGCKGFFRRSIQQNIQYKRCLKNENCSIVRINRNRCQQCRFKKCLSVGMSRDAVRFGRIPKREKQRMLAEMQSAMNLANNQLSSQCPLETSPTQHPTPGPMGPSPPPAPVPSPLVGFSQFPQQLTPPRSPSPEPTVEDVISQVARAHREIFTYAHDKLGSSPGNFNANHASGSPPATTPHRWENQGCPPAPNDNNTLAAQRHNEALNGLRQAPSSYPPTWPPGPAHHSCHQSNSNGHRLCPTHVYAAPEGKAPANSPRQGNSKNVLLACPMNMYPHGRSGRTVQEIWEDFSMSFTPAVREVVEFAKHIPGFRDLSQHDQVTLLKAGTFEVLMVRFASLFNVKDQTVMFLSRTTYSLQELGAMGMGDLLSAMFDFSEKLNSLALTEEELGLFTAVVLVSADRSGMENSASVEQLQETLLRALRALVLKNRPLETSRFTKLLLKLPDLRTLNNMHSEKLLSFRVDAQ
# DAX1 inh-1 = DAX1 (NR0B1) inhibition, primary screen; HEK293T StAR-luciferase reporter, SF-1/DAX-1 repression relief; inhibition, % at 6.8 µM; 1.1% of 370,000 active; AID 652010;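 active means inhibition above the mean over all tested compounds plus 3 SD, cut at about 3.6% in these data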;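 further: 0% = DAX-1 cells with DMSO and 100% = cells lacking DAX-1 with DMSO; higher inhibition means more luminescence from relief of DAX-1 repression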
# DAX1 inh-2 = NR0B1 (DAX1) inhibition; 0.99% of 340,000 active; HEK293 Gal4-DAX1 luciferase reporter, luminescence; inhibition, % at 6.75 µM; P51843; AID 504766;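 active means inhibition above the mean over all tested compounds plus 3 SD, cut at about 4.2% in these data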;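 further: 0% = DAX1-transfected cells with DMSO and 100% = empty-vector control cells with DMSO; inhibition shows as a rise in luminescence from relieved DAX1 repression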
# Target sequence (P51843 207-470 limits assumed): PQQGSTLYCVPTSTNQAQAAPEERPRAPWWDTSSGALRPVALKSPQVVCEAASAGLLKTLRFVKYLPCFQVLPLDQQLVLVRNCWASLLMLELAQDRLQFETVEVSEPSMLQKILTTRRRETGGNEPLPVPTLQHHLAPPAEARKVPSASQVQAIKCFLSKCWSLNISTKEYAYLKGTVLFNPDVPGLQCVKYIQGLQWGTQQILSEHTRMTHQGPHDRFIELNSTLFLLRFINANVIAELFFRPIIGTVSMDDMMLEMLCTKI
# FXN GAA850 act = frataxin GAA850 promoter activation | HEK293 lucGAA850 FXN promoter luciferase reporter, 24 h; percent of 10 µM SAHA response | activation, % at 6 µM | 0.56% of 360,000 active | AID 540364;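 active means activation above the average of all compounds screened plus 3 SD, cutoff fixed separately per campaign, cut at about 7.5% in these data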;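 further: 0% = DMSO wells and 100% = 10 µM SAHA wells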
# hcDAF12 agonist = activators of H. contortus DAF-12 nuclear receptor; HEK293 hcDAF-12 lit1-tk-luc reporter, luminescence; 0% DMSO, 100% Δ7-dafachronic acid; 1.4% of 370,000 active; activation, % at 6.8 µM;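 active means activation above the mean of all tested compounds plus 3 SD, cut at about 5.5% in these data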;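 further: 100% = response to 3 µM Δ7-dafachronic acid high control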
# HGIII-sPLA2 inh = Blocks human group III sPLA2 activity | Q9NZ20 | inhibition, % at 12.2 µM | QFRET BODIPY PC-A2 liposome hydrolysis, fluorescence | 0.56% of 370,000 active;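 active means inhibition above mean plus 3 SD of compounds lying within the high and low control bounds, cut at about 19% in these data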;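 further: 0% = median of test compound wells and 100% = no enzyme DMSO wells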
# ssDAF12 agonist = activates DAF-12 receptor from parasite S. stercoralis; AID 652126; 1% of 370,000 active; HEK293 ssDAF-12/GRIP1 lit1-tk-luc reporter, luminescence; % of 3 µM dafachronic acid response; activation, % at 6.8 µM;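 active means activation above the mean over all tested compounds plus 3 SD, cut at about 0.9% in these data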;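 further: 0% = DMSO-only wells and 100% = 3 µM delta7-dafachronic acid wells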
# SMARCA2 activ = SMARCA2 function activation, primary screen; 1% of 370,000 active; MG213 cells, MMTV-luciferase reporter, dexamethasone, overnight; activation, % at 9.1 µM; in the data active means activation above about 7.8%;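 further: 0% = vehicle wells and 100% = reference activator wells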
# PG9 binder = binds the HIV-1 gp120 antibody PG9; TR-FRET gp120-PG9 antibody binding; 0.43% of 360,000 active; AID 624416; inhibition, % at 6.7 µM; in the data active means inhibition above about 8.5%
# PLCb3 inh = PLC-beta3 (human) inhibition, primary screen. Q01970. Purified PLC-beta3, fluorogenic substrate, fluorescence. inhibition, % at 12.2 µM. 0.18% of 370,000 active; in the data active means inhibition above about 11%;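 further: 0% = median of compound wells on plate and 100% = full blocker control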
# The depositor's hits bear a star; / = no result given.
mol,hgDAF-12 ag,NR1D1 modulator,DAX1 inh-1,DAX1 inh-2,FXN GAA850 act,hcDAF12 agonist,HGIII-sPLA2 inh,ssDAF12 agonist,SMARCA2 activ,PG9 binder,PLCb3 inh
Cc1noc2ncnc(SCc3ccc(C(F)(F)F)cc3)c12,2.5,0,-0.8,1.1,1.9,-2.6,0,-1.1,2,-3.6,-8
O=C(COC(=O)c1ccc(F)cc1)Nc1nc2ccc([N+](=O)[O-])cc2s1,-2.2,6,-0.2,1.4,-0.3,-2.9,-6,-0.9,3,0.4,-4
Cc1cc(NC(=O)CCN2C(=O)/C(=C/c3ccccc3F)SC2=S)no1,-1.3,-1,-0.3,/,/,-0.4,0,-1.2,-3,0.7,-7
COc1ccc(-c2noc(CN3C(=O)c4ccccc4C3=O)n2)cc1,-1.0,-2,0.2,0.4,-1.1,-0.4,-3,-0.8,-1,-1.1,1
CCN1CCN(C(c2ccccc2)c2nnnn2C(C)(C)C)CC1 (stereo not drawn),1.4,-5,1.6,/,/,-1.0,0,0.0,-2,1.5,0
CCCN(CC(=O)Nc1ccccc1C)C(=O)C1CCCN(C(=O)c2ccc(Cl)cc2)C1 (stereo not drawn),0.8,0,-0.5,0.2,1.5,-0.3,9,-0.2,-4,0.2,-10
O=C(Cc1ccccc1[N+](=O)[O-])NCC(O)c1ccc2c(c1)OCO2 (stereo not drawn),2.0,-7,-0.3,1.4,0.0,-1.8,9,-0.4,-2,-2.8,0
O=C(O)c1ccc(Nc2cnc3ccccc3n2)cc1,9.8,4,1.4,2.1,6.0,2.6,6,-1.1,3,-2.0,-1
Cn1c(=O)c2ccccc2n(CC(=O)NC2CCCC2)c1=O,1.2,3,0.2,-0.1,0.2,-3.1,4,-0.6,-3,-0.6,-6
O=[N+]([O-])c1ccc(N2CCN(c3ccc(O)cc3)CC2)cn1,-3.6,-5,-1.2,-3.4,0.3,-4.0,-4,-1.9,-2,-3.0,-5
CCOC(=O)c1cnc2ccc(Br)cc2c1NCCO,-2.6,10,-0.1,0.2,1.9,-0.1,-7,-0.7,-4,-2.0,4
Cc1ccc(-n2nc(C)c3onc(C)c3c2=O)cc1,-0.4,-5,0.5,2.0,-0.6,1.5,-4,-1.5,4,-2.0,-7
CC1CCCN(C(=O)COc2ccc(-c3ccccc3)cc2)C1 (stereo not drawn),3.5,5,-0.1,0.0,2.5,0.5,-6,-0.7,0,0.2,-2
C=CCn1c(COc2ccccc2)nnc1SCC(=O)c1ccc(OC)cc1,1.1,-1,-0.4,/,/,-2.0,-50,-0.2,3,/,-3
COc1cc2c(cc1OC)C(c1ccccc1)N(C(=O)c1ccccc1)CC2 (stereo not drawn),-3.9,3,-0.1,-0.9,-1.3,-0.6,13,-0.9,4,0.2,-4
O=C(Nc1ccc2c(c1)OCO2)c1cc(-c2ccccc2Cl)on1,7.3,2,0.7,1.4,2.8,1.8,-4,-1.2,4,1.7,-11
CCCCC(c1nnnn1CC1CCCO1)N1CCN(Cc2ccccc2)CC1 (stereo not drawn),0.1,-5,-0.2,-0.6,-0.8,-0.7,-2,-1.1,-1,-1.4,2
COC(=O)Cc1ccc(NC(=S)NCC(C)C)cc1,-1.1,-4,0.4,-0.5,-0.5,0.2,11,-0.2,0,2.8,2
CC(C)CC(NC(=O)C(NC(=O)OC(C)(C)C)C(C)C)C(=O)N1CCCC1C(N)=O (stereo not drawn),-1.6,4,0.7,-0.2,-2.0,-0.6,0,-1.4,0,0.6,1
CC1(C)CC(=O)C2=C(C1)NC(SCC(N)=O)=C(C#N)C21CCCCC1,-0.3,2,0.3,-0.2,0.5,-0.1,6,-0.4,-1,-2.4,-16

# Carrying on:
mol,hgDAF-12 ag,NR1D1 modulator,DAX1 inh-1,DAX1 inh-2,FXN GAA850 act,hcDAF12 agonist,HGIII-sPLA2 inh,ssDAF12 agonist,SMARCA2 activ,PG9 binder,PLCb3 inh
Cc1cc(N2O[C@]34C=C[C@]25C[C@@H](O)CC[C@]5(C)C3CC[C@]2(C)[C@@H]([C@H](C)/C=C/[C@H](C)C(C)C)CC[C@H]24)no1 (stereo partly drawn),2.9,-4,1.1,-0.5,0.4,4.7,3,1.0*,1,-0.6,-5
CCOC(=O)C1=NOC(C(=O)NC2CCCC2)(C(=O)C2CC2)C1 (stereo not drawn),-1.6,0,-0.8,/,/,-2.0,8,-1.1,-2,/,-2
O=C(/C=C/c1ccco1)Nc1cccc2cccnc12,10,-18,0.8,0.4,6.1,6.8*,-2,0.6,6,-2.9,-52
Cn1cc(C(=O)N2CCN(c3ccccc3)CC2)c(=O)c2cc(S(=O)(=O)N3CCOCC3)ccc21,0.9,0,-0.1,0.5,-1.8,3.5,8,-1.4,-2,-1.1,-5
COc1ccc(-c2csc3nc(C)n(-n4cccc4)c(=O)c23)cc1OC,-0.8,0,-0.4,-1.1,-4.0,0.0,-3,-0.5,9.1*,0.0,-3
CCN(CC1CCCN(CCc2cccc(F)c2)C1)C(=O)c1ccc(CSC)o1 (stereo not drawn),-0.3,5,-0.7,0.8,0.1,-1.1,-11,-1.4,4,-1.8,-3
CCOc1ccc(/C=N/NC(=O)C2CC2)c(OCC)c1,-1.0,0,0.8,1.4,0.7,1.2,3,-0.8,-2,-4.9,-3
CN(C)C(=O)c1cc(C(=O)c2ccccc2)c[nH]1,3.6,-1,0.7,2.1,3.2,-0.7,-5,-0.9,1,-2.1,-3
O=C(Cn1nc(-c2ccco2)ccc1=O)Nc1ccc(Br)cc1,1.2,-3,0.1,-0.3,-0.6,-1.5,-4,-0.6,1,-0.4,-162
CC(C)(C)S(=O)N1C[C@@H]2CC(=O)C=C2[C@H]1CCO (stereo partly drawn),0.2,-11,-1.2,/,/,-1.2,6,-0.5,1,0.4,-1
Oc1ccccc1-c1nc(N2CCN(Cc3ccccc3)CC2)c2ccccc2n1,5.6,-1,0.5,-0.8,-0.1,8.5*,3,0.3,-5,1.1,-5
CCN(CC(=O)Nc1ccc2c(c1)OCO2)CC(=O)Nc1ccccc1C(F)(F)F,-1.7,-5,-1.5,0.4,1.6,-1.9,-8,-1.6,0,-1.9,-3
CCOCCCN1C(=O)CN(C2CCCCCC2)C(=O)C1c1ccc(OC)cc1 (stereo not drawn),1.1,-2,0.2,0.7,-1.7,-1.6,2,-1.3,-3,0.0,-1
CCOC(=O)NC(=O)C(=CNc1ccc(C)cc1)C(=O)NC(=O)OCC,0.2,-3,-0.1,0.9,0.4,6.5*,14,0.1,-4,-0.5,-2
Cc1cnc(NC(=O)CSC(=S)N2CCOCC2)s1,0.4,-7,-0.3,-0.9,1.1,-0.1,-3,-0.8,1,-2.8,0
COc1ccc(C2CC(c3ccccc3)=NN2C(=O)CN2CCN(Cc3ccccc3)CC2)cc1 (stereo not drawn),-3.9,0,0.1,0.3,2.2,-1.9,-8,-1.4,-4,0.8,-4
COC(=O)C1=C(C)N(Cc2ccccc2C(F)(F)F)C(=NCc2ccc3c(c2)OCO3)NC1c1cccc(C(F)(F)F)c1 (stereo not drawn),3.4,4,-0.4,/,/,-1.2,-13,-1.0,-2,-1.3,3
NCCc1nnc(SCc2c(F)cccc2Cl)o1,1.2,2,0.0,0.6,1.7,-2.4,9,-1.4,-2,-0.4,-1
CC(NS(=O)(=O)c1ccccc1)C(=O)Nc1nccs1 (stereo not drawn),1.1,1,0.4,0.8,-1.1,0.8,6,-0.2,-7,1.2,-5
CCCCNC(=O)Nc1nnc(-c2ccccc2)o1,2.0,-5,0.1,0.2,1.0,-1.4,-3,-0.8,-4,1.5,-3

# Remaining list, next part
mol,hgDAF-12 ag,NR1D1 modulator,DAX1 inh-1,DAX1 inh-2,FXN GAA850 act,hcDAF12 agonist,HGIII-sPLA2 inh,ssDAF12 agonist,SMARCA2 activ,PG9 binder,PLCb3 inh
Cc1ccc(OCC(=O)N/N=C/c2cn[nH]c2-c2ccc(Cl)c(Cl)c2)cc1,-1.5,-1,-0.8,-1.0,1.5,-0.5,-3,-1.8,-3,-1.1,2
CCC(C)[C@H](NC(=O)N1CCn2c1nc1ccccc12)C(=O)NCCc1ccc(OC)c(OC)c1 (stereo partly drawn),0.2,-2,-1.7,-0.4,-1.1,-1.6,-4,-1.4,0,-0.3,-7
CCOC(=O)c1ccc(NC(=S)N(CCCN2CCCC(C)C2)Cc2cccs2)cc1 (stereo not drawn),3.2,4,0.3,3.7,-3.3,-0.8,-1,-0.8,-3,-2.1,-1
CCCNC(=O)N(C)C[C@@H]1Oc2ncc(-c3ccncc3)cc2C(=O)N([C@H](C)CO)C[C@@H]1C,-2.5,-8,0.6,0.8,0.1,-1.5,10,-1.3,-2,-0.3,-1
COc1ccccc1C(O)Cc1nc2ccccc2n1C (stereo not drawn),4.2,4,0.4,0.3,2.6,1.2,5,-0.6,2,1.9,-1
CC(C)NC(=O)N(C)C[C@H]1Oc2ccc(NC(=O)Nc3ccccc3)cc2C(=O)N([C@H](C)CO)C[C@@H]1C,-0.4,1,0.4,0.7,2.1,-0.9,1,-1.2,0,0.4,2
CN(CC(=O)Nc1ccccc1Sc1ccccc1)Cc1nc2ccccc2c(=O)[nH]1,1.3,9,-0.6,-0.3,0.1,-1.3,-9,-1.6,1,-1.2,2
Cn1c(SCC(=O)NC2CCCCC2)nnc1-c1cc2ccccc2o1,4.2,4,-0.1,-0.7,1.3,-0.4,5,-1.1,-2,-2.8,3
Cc1cc(-c2ccccc2)cc(-c2ccccc2)[n+]1C,0.3,3,-0.2,-0.8,2.0,-2.0,8,-2.1,-7,-3.1,-1
NC(=O)c1ccc(-n2nnnc2SCC(=O)Nc2ccccc2-c2ccccc2)cc1,-0.7,-11,-0.2,-1.7,-1.4,-0.4,-4,-1.7,-2,-2.6,0
CCCCNC(=O)CCC(=O)Nc1ccc2nc(N3CCC(C)CC3)cc(C)c2c1,1.2,-11,0.3,-1.2,1.3,-0.5,-12,-1.4,-3,1.2,-136
COc1cc2c(cc1OC)CN(C1CCCN(Cc3cccc(C(C)=O)c3)C1)CC2 (stereo not drawn),-0.2,1,-0.5,0.2,1.5,-0.1,-2,-0.8,5,-0.4,-250
CN(C)S(=O)(=O)c1ccc(C(=O)NCCOc2ccccc2)cc1,10,-1,2.9,0.9,5.2,0.9,5,0.6,2,2.6,0
O=C(CS(=O)(=O)c1cn(Cc2ccc(F)cc2)c2ccccc12)N1CCOCC1,-3.4,-3,-0.3,0.7,-3.5,-0.6,-2,-1.0,-3,-1.3,2
COc1ccc(NC(=O)C2=Cc3cccc(OC)c3OC2)cc1,15*,9,1.8,1.5,4.6,0.4,-1,-1.0,7.8*,-1.6,0
O=C(Cc1nn[nH]n1)Nc1cc(Cl)cc(Cl)c1,0.8,-6,0.3,0.0,-1.9,-0.1,-9,-0.7,3,-2.9,-4
